RBBP9 inh = blocks human serine hydrolase RBBP9 | recombinant RBBP9, FP-Rh probe fluorescence polarization | inhibition, % at 7.94 µM | 0.2% of 220,000 active;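 active = inhibition above the campaign mean of all tested compounds plus 3 SD, cut at about 14% in these data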;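 note: plate controls were DMSO wells with RBBP9 for no effect and wells lacking RBBP9 protein for full effect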
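Measured by: FP readout at 525/598 nm; material: recombinant human RBBP9; also added: Serine-hydrolase probe FP-Rh, 375 nM pre-mixing; medium: Tris buffer pH 8.0, NaCl, Pluronic; replication: one well per compound; doses: one concentration, 7.94 µM nominal, 0.794% DMSO; timing: preincubation 30 min plus labeling 45 min at 25 °C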
p97 inhibitor = blocks human p97 ATPase activity; recombinant p97 ATPase, Kinase-Glo ATP luminescence, 3 h; inhibition, % at 8 µM; 0.42% of 220,000 active; in the data active = inhibition above about 15%;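 note: 0% = DMSO vehicle and 100% = wells lacking enzyme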
Target sequence (P55072 whole entry, looked up): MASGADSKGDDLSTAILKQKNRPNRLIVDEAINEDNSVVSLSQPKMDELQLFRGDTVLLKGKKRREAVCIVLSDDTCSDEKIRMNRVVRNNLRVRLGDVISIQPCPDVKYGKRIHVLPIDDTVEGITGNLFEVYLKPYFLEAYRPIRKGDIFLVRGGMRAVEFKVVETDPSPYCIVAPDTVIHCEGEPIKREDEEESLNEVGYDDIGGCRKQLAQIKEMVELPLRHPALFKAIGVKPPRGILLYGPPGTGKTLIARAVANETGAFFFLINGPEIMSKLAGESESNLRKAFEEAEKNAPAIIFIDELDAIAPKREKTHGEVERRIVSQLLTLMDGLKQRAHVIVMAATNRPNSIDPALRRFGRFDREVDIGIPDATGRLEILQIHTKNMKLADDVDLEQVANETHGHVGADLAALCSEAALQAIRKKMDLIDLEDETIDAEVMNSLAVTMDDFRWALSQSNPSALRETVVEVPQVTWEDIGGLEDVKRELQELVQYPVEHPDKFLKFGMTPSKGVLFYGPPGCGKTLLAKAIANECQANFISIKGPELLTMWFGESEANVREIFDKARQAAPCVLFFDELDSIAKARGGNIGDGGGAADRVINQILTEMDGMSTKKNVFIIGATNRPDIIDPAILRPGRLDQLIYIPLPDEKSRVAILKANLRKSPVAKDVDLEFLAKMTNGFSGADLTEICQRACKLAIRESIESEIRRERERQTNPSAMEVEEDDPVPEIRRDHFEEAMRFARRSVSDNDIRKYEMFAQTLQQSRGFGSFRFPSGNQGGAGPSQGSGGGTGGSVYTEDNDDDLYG
Runt-SMMHC FRET = blocks binding of human RUNX1 Runt domain to CBFb-SMMHC; inhibition, % at 20 µM; Q01196+Q13951; 0.74% of 220,000 active; Cerulean-Runt/Venus-CBFb-SMMHC FRET ratio 530/480, 1 h;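 active = mean inhibition across duplicate retests at 20 µM reaching about 50%, limit read from the data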;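 note: 0% = DMSO wells and 100% = wells with excess untagged CBFb-SMMHC; inhibitors lower the FRET ratio by blocking Runt binding to CBFb-SMMHC; some results filed as inactive read as strong as hits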
m-calpain inh = calpain II (pig) inhibition | purified calpain II, fluorogenic peptide substrate, 30 min | inhibition, % at 16 µM | 0.37% of 220,000 active | AID 1236;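 active = inhibition above about 50%, limit read from the data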
EBV gp42 inh = EBV gp42 inhibition; AID 1085; Fluorescence polarization binding assay, mP read-out; inhibition, % (tested at 21.74 µM); 0.42% of 220,000 active; in the data active = inhibition above about 50%
Furin inhibitor = human furin inhibition | purified furin, fluorogenic substrate cleavage | inhibition, % at 30 µM | 0.061% of 220,000 active | AID 463115; in the data active = inhibition above about 25%; note: inactives centre near -15
TbHK1 inh = T. brucei hexokinase 1 inhibition. 0.11% of 220,000 active. inhibition, % at 10 µM. recombinant TbHK1, G6PDH-coupled NADH A340;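 active = inhibition of 50% or more in the single-dose primary screen; inactive = inhibition below 50%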
Runt-CBFb FRET = inhibitors of human RUNX1 Runt domain binding to CBFb; 0.46% of 220,000 active; Q01196+Q13951; Cerulean-Runt/Venus-CBFb FRET ratio 530/480, 1 h; inhibition, % at 20 µM;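 active = inhibition over about 50% at 20 µM in the single-dose screen, limit read from the data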;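 note: 0% = DMSO wells and 100% = excess unlabeled CBFb competitor control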
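test system = Cerulean-tagged RUNX1 Runt domain (FRET donor) fusion protein | reagent = Venus-CBFb binding partner, 100 nM | incubation = protein complex preformed 1 h, compound exposure 1 h, room temperature, dark | detection = FRET fluorescence | read-out basis = loss of energy transfer signal | controls = 5 µM unlabeled CBFb as full-inhibition high control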
NCF1 inh = inhibitors of human p47phox binding | P14598 | AID 1274 | inhibition, % at 24.7 µM | 0.53% of 220,000 active | p47phox/p22phox peptide binding, fluorescence polarization, 2 h;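 active = inhibition above about 30%, limit read from the data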;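 note: 0% = p47phox with labelled peptide and 100% = labelled peptide alone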
An asterisk follows results filed as active; nt = no result given; [ ] = another dose, or the depositor's remark.

RBBP9 inh	EBV gp42 inh	Runt-CBFb FRET	p97 inhibitor	Runt-SMMHC FRET	TbHK1 inh	Furin inhibitor	m-calpain inh	SMILES	NCF1 inh
-3	-12	2	5	-23	-6	-30	-13	CCn1c(NC(=O)C(C)C)c2ccccc2nc1=O	2
-3	4	2	4	0	-19	-14	-54	O=C(CCCCCN1C(=O)c2cccc3cccc(c23)C1=O)NCCO	-1
2	-6	-1	1	-3	-7	-31	-3	C#CCOCCOCCOCCNc1nc(N2CCN(C(=O)[C@H](CCC(=O)O)n3cc(C(N)CC(C)C)nn3)CC2)nc(N2CCN(C(=O)[C@H](CCC(=O)O)n3cc(C(N)[C@H](C)CC)nn3)CC2)n1 (stereo not given in full)	nt
-9	-3	2	-4	1	-1	-9	16	CCOc1cc(C2CC(=O)NC(SCC)=C2C#N)ccc1O (stereo not given)	0
-4	-19	0	0	0	-6	-16[20 µM]	-2	CCn1c(COc2ccc3c(c2)OCO3)nnc1SCC(=O)O	-3
-78	6	2	-7	0	12	-14	28	O=C(Nc1ccc(-n2ccc(C(F)(F)F)n2)cc1)Nc1cccc(Cl)c1	-20
-4	-3	nt	0	4	-4	-14	-14	CCOP(=O)(OCC)C(Nc1ccccc1)c1ccco1 (stereo not given)	-7
2	-2	0	11	-2	-9	-26	33	CC1CCCCC1NC(=S)NC(=O)c1sc2ccccc2c1Cl (stereo not given)	-11
-2	-4	1	-2	0	6	-13	-6	O=C(CSc1nc2ccsc2c(=O)n1NC(=O)c1ccccc1)NCc1ccco1	-14
-7	3	-1	3	-4	9	-30	4	COc1ccccc1CNC(=O)c1cccc2c1C(=O)N(Cc1cccnc1)C2	15
4	-22	-1	9	-8	-5	-11	23	COC(=O)c1ccc2nc(C(F)(F)F)[nH]c2c1	-4
-2	4	0	4	-3	-2	-20	-2	COc1cccc(CN2CCNC(=O)C2CC(=O)NCCOc2cccnc2)c1OC (stereo not given)	10
-1	-8	-5	3	2	0	-15	-13	CCn1c(=O)cc(NC2=NCC(C)CN2c2cccc(Cl)c2)n(C)c1=O (stereo not given)	-7
-5	-3	-1	-2	-2	-2	-18[20 µM]	-1	O=C(CCN1C(=O)c2ccccc2C1=O)Oc1ccc2ccccc2c1	-11
-1	-7	0	-2	4	-1	-18	-10	O=C(CSc1nnc(-c2ccco2)n1Cc1ccccc1)OC1CCCCC1	-9

Continued, starting with the last 6 of the part before.
RBBP9 inh	EBV gp42 inh	Runt-CBFb FRET	p97 inhibitor	Runt-SMMHC FRET	TbHK1 inh	Furin inhibitor	m-calpain inh	SMILES	NCF1 inh
-7	3	-1	3	-4	9	-30	4	COc1ccccc1CNC(=O)c1cccc2c1C(=O)N(Cc1cccnc1)C2	15
4	-22	-1	9	-8	-5	-11	23	COC(=O)c1ccc2nc(C(F)(F)F)[nH]c2c1	-4
-2	4	0	4	-3	-2	-20	-2	COc1cccc(CN2CCNC(=O)C2CC(=O)NCCOc2cccnc2)c1OC (stereo not given)	10
-1	-8	-5	3	2	0	-15	-13	CCn1c(=O)cc(NC2=NCC(C)CN2c2cccc(Cl)c2)n(C)c1=O (stereo not given)	-7
-5	-3	-1	-2	-2	-2	-18[20 µM]	-1	O=C(CCN1C(=O)c2ccccc2C1=O)Oc1ccc2ccccc2c1	-11
-1	-7	0	-2	4	-1	-18	-10	O=C(CSc1nnc(-c2ccco2)n1Cc1ccccc1)OC1CCCCC1	-9
11	2	-2	4	1	0	-13	-6	O=Nc1c(O)[nH]c2c(F)cccc12	1
-2	-1	-5	3	2	-4	-21	2	CCOC(=O)C(NC(=O)c1ccccc1OCC)(Nc1ncccn1)C(F)(F)F (stereo not given)	2
-1	9	1	10	-4	-2	21[20 µM]	34	O=C(Nc1ccccc1C(=O)NCc1ccc(Cl)cc1)c1ccco1	31*
-3	-2	0	0	-1	3	-14	3	O=C(O)CC(CC(=O)Nc1ccc(N2CCOCC2)cc1)c1ccccc1 (stereo not given)	-10
1	-40	0	7	-11	-18	-28	-204	Cc1cc(C(=O)N/N=C/c2sc(N3CCOCC3)nc2-c2ccccc2)c(C)o1	-22
4	-4	1	1	0	32	-3	5	Nc1ccc(S(=O)(=O)NC2(C(F)(F)F)NC(=O)N(c3ccccc3Cl)C2=O)cc1 (stereo not given)	-7
-3	1	8	9	-8	-6	-11	-44	N#CC1=C2N=C(N)c3ccccc3N2C2=C(C(=O)CCC2)C1c1cccc(Cl)c1 (stereo not given)	-27
-7	nt	nt	-1	nt	-7	-5[20 µM]	nt	COc1ccccc1/C=C/C(=O)c1cc(Br)ccc1OC(=O)c1ccco1	nt
-3	-16	-4	5	-6	-6	-18	11	COc1ccc([N+](=O)[O-])cc1NC(=O)Cc1c(Cl)cccc1Cl	-7
-6	7	2	3	0	-13	-19	0	Cc1occc1C(=O)N/N=C/c1ccc(OCc2ccccc2)cc1	1
-2	-17	0	4	1	1	-34	-5	CCN(CC(=O)NC(C)C)C(=O)[C@@H](NC(=O)c1ccco1)C(C)C	-4
-10	-7	1	-1	0	4	-26	-62	CC(NC(=O)Cn1cnnn1)C12CC3CC(CC(C3)C1)C2 (stereo not given)	-18
-9	3	-1	-2	-1	12	-7	-38	Cc1cc(C(=O)N/N=C/c2cc([N+](=O)[O-])ccc2O)c2ccccc2n1	-5
-12	-12	0	-4	-2	-22	5	22	Cc1ccc2cc(CN(CCN3CCCC3)C(=O)Nc3ccccc3)c(=O)[nH]c2c1C	-17
-4	-8	0	0	5	-26	-9[20 µM]	-250	CCN1CCN(C(=O)c2cnn3c(C(F)F)cc(-c4ccc(C)cc4)nc23)CC1	3
-11	-15	2	3	-7	-11	-21	-10	CCOc1ccc(-n2c(SCC(=O)Nc3cc(C)on3)nc3c([nH]c4ccccc43)c2=O)cc1	0
-7	-12	0	0	-3	-6	-24	-101	CC1(C)NC(=O)N(CC(O)COc2ccc(-c3ccc(C#N)cc3)cc2)C1=O (stereo not given)	-11
0	-13	0	1	-3	-14	-10	0	Cc1[nH]n(-c2ccccc2)c(=O)c1C=NCc1ccco1	-12
10	-1	1	0	6	-5	-13[20 µM]	-17	Cc1noc(C)c1S(=O)(=O)N1CCC(C(=O)N(C)Cc2ccccc2)CC1	-2
-5	-9	0	-1	4	-3	-8	13	O=C(CSc1nc2[nH]ncc2c(=O)[nH]1)NCc1ccccc1Cl	-3
7	-13	-2	11	3	6	-5[20 µM]	-3	Cn1cnnc1-c1cccc(NS(=O)(=O)c2ccc(N3CCCC3=O)cc2)c1	-10
-4	-7	0	4	2	-4	-24	-20	COC(=O)c1nn(-c2cccc(Cl)c2)ccc1=O	-2
-6	-10	1	4	-1	5	-22	3	CN(C)CCCNC(=S)Nc1ccc(Oc2ccccc2)cc1	-5
4	-12	1	4	1	4	-25[20 µM]	17	Brc1ccc(CN2CCSCC2)cc1	-12
-13	6	0	-7	2	-5	-9	25	Cc1ccc(C(=O)N2CC(=O)Nc3ccc(F)cc3C2c2ccc(F)cc2)cc1[N+](=O)[O-] (stereo not given)	8
-14	2	0	-10	0	12	-19	28	Cc1ccc(NC(=O)COC(=O)CCOc2ccccc2C)cc1	-3
-13	-6	4	-8	3	10	9	15	CNC(=S)NNc1nc(N2CCOCC2)nc(N2CCOCC2)n1	3
-13	0	-1	-5	2	6	2	18	Cc1cc(C(=O)NCc2ccc(S(N)(=O)=O)cc2)ccc1[N+](=O)[O-]	-4
-5	-11	18	8	45	-9	-19	-304	CCOC(=O)CCCSc1nc(-c2ccc3c(c2)OCO3)cc(C(F)(F)F)c1C#N	-14
-3	-11	-1	-4	-5	5	-21[20 µM]	-5	COc1ccc(OC)c(-c2cc(C(=O)NCc3cccs3)no2)c1	-4
-2	-7	-1	6	-3	-8	-18	-4	Cc1cc(C)c(NC(=S)N(C)C)c(C)c1	-10
-4	-19	2	4	0	-4	-35	-115	COc1ccccc1-c1cc(C(F)(F)F)nc(S(=O)(=O)CCCC(=O)NCc2ccc(F)cc2)n1	6
-5	-12	12	3	26	-5	-6	-3	O=C1/C(=C/c2cccs2)NC(=S)N1C1CC1	-10
5	-2	0	0	1	2	-10	-26	CC(=O)NS(=O)(=O)c1ccc(NC(=S)NC(=O)CC(C)C)cc1	3
-4	8	1	2	-2	2	-19	-2	CC(C)(CO)NCc1ccc(Br)cc1	-13
-6	-6	2	3	-1	-12	-32	5	C=C(C)CNC(=S)NNC(=O)c1ccncc1	-6
1	-19	-8	5	-8	-18	-7	-24	Cc1ccc(N=Nc2c(N)nn3c(N)c(C#N)c(C)nc23)cc1	5
0	12	-2	-7	0	23	-17[20 µM]	4	COC(=O)c1ccccc1NC(=O)CN(Cc1ccc(Cl)cc1)S(C)(=O)=O	-12
-13	-13	3	6	-5	-45	-25	-12	CC(=O)Cc1nsc(NC(=O)c2ccc(-c3cccc(Cl)c3)o2)n1	-11
-9	-7	-1	2	-5	2	-17	-23	O=c1[nH]c(CSc2nnnn2-c2ccc(Cl)cc2)nc2ccccc12	-39
0	4	0	4	0	-2	-21	-1	CCOC(=O)CNC(=O)N1CCCC(CNS(=O)(=O)c2cccs2)C1 (stereo not given)	0
-1	1	-1	2	1	-13	-27	-2	O=c1c2[nH]c3ccccc3c2ncn1CCC1=CCCCC1	-7
-2	-5	8	0	-2	1	-11[20 µM]	-50	N#CC1=C(N)Oc2n[nH]c(-c3cccs3)c2C1c1ccsc1 (stereo not given)	-21
-2	-1	1	1	8	5	-26[20 µM]	-9	O=C(Nc1ccccc1Cl)NC1(C(=O)N2CCCC2)CCCCC1	1
5	-10	nt	2	2	-10	7	-38	CCCC(C(=O)NC(C)(C)C)N(C(=O)c1snc(C(N)=O)c1N)c1ccc2c(c1)OCCO2 (stereo not given)	-4
-11	9	8	-10	0	-1	4[20 µM]	-78	Cc1ccc(SCC(=O)NC(=O)NCc2ccco2)c(C)c1	-8

Screening data: PubChem, several laboratories
